High-throughput results from PubChem BioAssay.
HTR5A ag ctr: HTR5A agonists in luminescence cell assay, primary screen, counter-screen for OPRM1-OPRD1 heterodimer agonist project, full-deck HTS. 5-hydroxytryptamine receptor 5A (Homo sapiens), P47898. cell-based. activation, % at 9.3 µM. hit rate 0.61% among 340,000. AID 504692, 2011; in the data active means activation mostly above about 9.5%, no sharp cut-off; inactive means mostly below about 7.6%;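 further: 0% = cells with vehicle only and 100% = reference agonist; strong numbers were not always called active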
OPRM1-OPRD1 inv: inverse agonists of MOR-DOR heterodimerization, primary screen, cell-based, luminescence; Mu-type opioid receptor (Homo sapiens) + Delta-type opioid receptor (Homo sapiens), …; AID 504357, 2011; hit rate 0.21% among 340,000; inhibition, % at 9.3 µM; cell-based MOR-DOR heterodimer luminescence, inverse agonism; in the data active means inhibition above about 22%, passing the limit was not always enough;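 further: 0% = cells with DMSO and 100% = wells without cells with DMSO; values of inactives mirror those of a sister screen read the other way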
OPRM1-OPRD1 ag: agonists of OPRM1-OPRD1 heterodimerization, primary screen, cell-based, luminescence; Mu-type opioid receptor (Homo sapiens) + Delta-type opioid receptor (Homo sapiens), …; cells; activation, % at 9.3 µM; hit rate 0.3% among 340,000; AID 504326, 2011; in the data active means activation above about 18%;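 further: 0% = vehicle-treated cells and 100% = reference agonist; values of inactives mirror those of a sister screen read the other way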
HTR5A inv ctr: HTR5A inverse agonists in luminescence cell assay, primary screen, counter-screen for OPRM1-OPRD1 heterodimer inverse agonist project, full-deck HTS | inhibition, % at 9.3 µM | hit rate 0.083% among 340,000 | HTR5A cell line, inverse agonism | 5-hydroxytryptamine receptor 5A (Homo sapiens), P47898; in the data active means inhibition mostly above about 23%, no sharp cut-off; inactive means mostly below about 18%;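 further: 0% = cells with DMSO and 100% = no-cell wells with DMSO; some compounds called inactive have numbers as strong as hits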
PKA-R1A act: activators of PKA-R1A holoenzyme, primary screen, biochemical, fluorescence polarization, Cy5-IP20, bovine R1A, mouse PKAc; PKA-R1A dissociation; scaled: DMSO 0%, 113 µM cGMP 100%; activation, % at 11.4 µM; hit rate 0.083% among 340,000;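 active means percent activation above the mean of all tested compounds plus 3 SD, cut at about 19% in these data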;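 further: higher means more PKAc released from R1A so a rise in polarization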
Arrestin-AP2 inh: inhibitors of beta-arrestin/AP2 binding, primary screen, biochemical, GPCR trafficking, flow cytometry | AID 504490, 2011 | beta-arrestin 1 C-terminal peptide binding to AP2 beta2-adaptin appendage (human) | inhibition, % at 10 µM | FITC-arrestin peptide / GST-AP2 beads; AP2 beta2 appendage carries R879A mutation | hit rate 0.31% among 340,000;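 active means inhibition above a set limit, near 3 SD of compounds lacking own fluorescence, cut at about 54% in these data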;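 further: plate controls were DMSO wells for no effect and 5 µM unlabelled arrestin peptide for full effect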
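System: GST-AP2 R879A glutathione beads; medium: PBS, Tween 20 0.05%, BSA 0.1%; reagent: fluorescein-tagged arrestin peptide at 50 nM final; schedule: pre-incubation 12 min, peptide binding 1 h, room temperature; detection: flow cytometry, FL1 (488/535 nm); read-out: inhibition as reduced fluorescein signal on beads, percent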
PKA-R2B activ: activators of PKA-R2B holoenzyme, primary screen, biochemical, fluorescence polarization, Cy5-IP20, human; activation, % at 11.4 µM; AID 504700, 2011; cAMP-dependent protein kinase catalytic subunit beta (Homo sapiens) + cAMP-dependent …; PKA-R2B holoenzyme dissociation; R2B truncated from residue 108, S112A mutant; 0% DMSO only, 100% 113 µM cGMP; hit rate 0.079% among 340,000;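 active means activation above a cutoff set at the mean over all compounds plus 3 SD, cut at about 18% in these data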;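 further: higher means more holoenzyme dissociation and a rise in polarization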
Target sequence (P31323 whole entry, looked up, other chains not shown, the tested form may be a part): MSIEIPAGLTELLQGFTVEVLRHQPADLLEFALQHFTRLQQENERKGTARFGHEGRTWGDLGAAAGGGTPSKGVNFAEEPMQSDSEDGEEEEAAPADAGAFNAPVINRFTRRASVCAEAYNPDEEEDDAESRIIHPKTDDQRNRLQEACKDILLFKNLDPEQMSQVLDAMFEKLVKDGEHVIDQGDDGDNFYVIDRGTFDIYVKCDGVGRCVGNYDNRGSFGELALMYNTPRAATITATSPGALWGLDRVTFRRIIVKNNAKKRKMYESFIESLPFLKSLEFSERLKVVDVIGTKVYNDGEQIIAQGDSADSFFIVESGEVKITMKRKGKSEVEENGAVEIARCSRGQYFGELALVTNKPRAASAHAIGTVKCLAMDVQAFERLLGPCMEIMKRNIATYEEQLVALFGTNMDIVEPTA
DSG3 Ab inh: inhibitors of pemphigus antibody binding to DSG3, primary screen, biochemical, bead-based, flow cytometry, scFv-GFP; DSG3-coupled beads, scFv-anti-DSG3-GFP binding; stronger effect = lower value; binding (percent of control), % at 10 µM; hit rate 0.48% among 310,000; AID 588358, 2011;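 active means binding more than 3 SD below its plate's average and above zero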; further: some compounds called inactive have numbers as strong as hits
DAGLB inh: DAGLB lipase inhibitors, primary screen, biochemical, fluorescence, HTS. Diacylglycerol lipase-beta (Homo sapiens), Q8NCG7. HEK293T DAGLB membrane lysate, EnzChek fluorogenic substrate. inhibition, % at 5.17 µM. hit rate 0.059% among 340,000. AID 504411, 2011; in the data active means inhibition above about 34%;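 further: 0% = enzyme with vehicle and 100% = wells lacking enzyme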
Target sequence (Q8NCG7 whole entry, looked up): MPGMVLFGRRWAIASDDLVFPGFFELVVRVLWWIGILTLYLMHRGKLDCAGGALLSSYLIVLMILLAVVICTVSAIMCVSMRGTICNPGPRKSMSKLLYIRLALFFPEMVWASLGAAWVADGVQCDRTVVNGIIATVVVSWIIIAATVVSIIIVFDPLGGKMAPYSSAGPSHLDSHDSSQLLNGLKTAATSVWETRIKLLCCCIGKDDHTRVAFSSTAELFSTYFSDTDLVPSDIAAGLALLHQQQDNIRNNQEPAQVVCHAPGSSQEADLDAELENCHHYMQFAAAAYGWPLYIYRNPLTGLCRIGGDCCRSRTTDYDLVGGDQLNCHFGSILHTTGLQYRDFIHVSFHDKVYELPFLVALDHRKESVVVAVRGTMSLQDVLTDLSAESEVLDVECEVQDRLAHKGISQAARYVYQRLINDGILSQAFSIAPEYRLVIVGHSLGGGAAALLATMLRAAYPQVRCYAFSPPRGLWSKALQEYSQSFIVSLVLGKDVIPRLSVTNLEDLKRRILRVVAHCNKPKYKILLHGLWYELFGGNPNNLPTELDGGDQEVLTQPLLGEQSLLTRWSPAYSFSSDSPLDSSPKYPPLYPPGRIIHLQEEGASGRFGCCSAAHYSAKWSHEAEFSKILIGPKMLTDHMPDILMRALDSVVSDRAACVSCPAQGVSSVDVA
V-ATPase pH: regulators of yeast V-ATPase proton pumping, primary screen, pHLuorin cytosolic pH fluorescence. S. cerevisiae. response, % at 10 µM. hit rate 0.37% among 350,000. AID 504577, 2011; in the data active means response mostly above about 7.3%, no sharp cut-off; inactive means mostly below about 5.4%; further: actives read high; inactives centre near 0; some compounds called inactive have numbers as strong as hits; reference of the scale not given here
* = called active by the depositor; x = no result given. An unsorted share of the library; any-hit rate near 2.4%.

SMILES	HTR5A ag ctr	OPRM1-OPRD1 inv	OPRM1-OPRD1 ag	HTR5A inv ctr	PKA-R1A act	Arrestin-AP2 inh	PKA-R2B activ	DSG3 Ab inh	DAGLB inh	V-ATPase pH
COc1ccc2ccccc2c1/C=N/Nc1cccc(C(=O)O)c1	3.9	2.2	-0.3	-18.5	0.6	23.7	3.7	114.1	-0.1	0.8
N#CCCN/N=C(\Cc1nc2ccccc2[nH]1)c1ccccc1	-2.4	-1.6	0.3	1.5	-5.5	7.7	-10.8	99.9	0.1	0.5
O=c1[nH]c2ccccc2nc1-c1ccc(Cl)cc1	-3.6	-27.9	5.5	-8.5	-2.5	-9.6	1.0	93.8	2.7	-3.6
CCOC(=O)C1(Cc2cccc(OC)c2)CCCN(C(=O)CCc2cccnc2)C1 (configuration not stated)	2.1	5.4	-1.1	-13.2	5.9	-0.9	0.8	97.1	-3.9	-1.0
CC(Nc1nc2ccccc2n2cnnc12)c1ccccc1 (configuration not stated)	4.9	11.1	-2.0	-14.2	-3.3	28.1	8.7	97.7	-1.3	-3.0
CC(=O)OC1CCC2(C)C(=CCC3C2CCC2(C)C3CC3ON=C(C)C32)C1 (configuration not stated)	-4.2	4.2	-0.9	16.6	-1.4	33.8	5.3	106.1	-0.9	-1.4
COCCOC1CCN(C(=O)C2CCC(=O)N(CCc3ccc(OC)cc3)C2)CC1 (configuration not stated)	-2.2	6.3	-1.1	-20.3	2.3	-9.0	-0.9	102.0	-2.0	2.5
O=C(CN1C(=O)c2ccccc2S1(=O)=O)Nc1cc(S(=O)(=O)N2CCCCC2)ccc1Cl	7.0	14.0	-2.2	14.9	3.8	1.0	-3.5	99.4	1.0	13.1
CCC1(CC)Cc2ccccc2-c2nc(NCCCO)[nH]c(=O)c21	0.8	8.1	-1.8	-2.0	-0.3	33.4	-3.5	x	-3.2	-1.2
Nc1cc(-c2ccccc2)nn1S(=O)(=O)c1ccc(F)cc1	-2.5	-3.9	0.7	7.3	-11.9	-9.9	-0.8	102.2	0.4	-3.6
COc1ccc(CN(CC(=O)NCc2ccc3c(c2)OCO3)C(=O)c2csnn2)cc1	0.6	7.2	-1.0	-26.0	2.3	-5.0	-7.5	x	0.5	-6.5
Cn1cc(S(=O)(=O)Nc2ccc(Cl)cc2Cl)c(=O)n(C)c1=O	15.7	7.4	-1.2	-47.8	-19.2	3.9	-6.8	90.0	2.2	-1.6
COc1ccc(CNC(=O)C2Cc3cc(S(=O)(=O)N4CCCC4)ccc3N2C(C)=O)c(OC)c1 (configuration not stated)	-2.0	13.9	-2.7	-1.9	-9.1	0.8	-4.5	96.9	2.2	-2.1
Cc1cccc(Oc2cnn(C(C)(C)C)c(=O)c2Cl)c1	-1.2	-41.2	8.2	-22.9	-14.7	1.7	-8.0	98.6	-5.5	3.3
CCCNC(=O)c1ccccc1NC(=O)c1ccccc1N(C)S(=O)(=O)c1ccc(C)cc1	-4.4	10.0	-1.7	5.0	-8.6	2.6	-5.6	468.8	-1.7	8.3
CC(O)[C@H]1CNC(=O)C(=O)N1CCc1cc(C(F)(F)F)cc(C(F)(F)F)c1 (some centres not stated)	2.1	9.7	-1.7	0.1	-8.6	x	-12.2	102.2	1.1	3.0
Cc1cc2c3c([nH]c2cc1S(=O)(=O)N1CCC2(CC1)OCCO2)CCCC3=O	2.7	6.5	-1.3	8.8	-18.5	9.1	-4.6	103.7	0.6	1.3
CCOC(=O)C1CCCN(S(=O)(=O)c2ccc(Cl)nc2)C1 (configuration not stated)	2.3	1.9	-0.3	-6.8	5.0	-6.2	2.2	104.8	1.3	-0.5
O=C1CCN(Cc2ccccc2)C=C1C(=O)c1ccccc1	3.6	12.9	-2.8	-13.5	-12.9	-2.4	2.2	92.7	-0.3	-1.9
COc1ccc2nc(NC(=O)Cc3ccc(OC)c(S(=O)(=O)N4CCOCC4)c3)sc2c1	0.5	-0.5	0.1	11.9	-3.2	-8.5	-3.5	102.6	1.1	0.7
CC1CC(CN)CC(CO)C1 (configuration not stated)	4.1	10.9	-2.1	-11.3	7.6	-12.2	-4.4	104.0	0.1	6.2
N#CC1(c2cccc(Br)c2)C(=O)Nc2ccccc21 (configuration not stated)	-1.6	28.4	-5.4	5.8	-0.9	29.6	1.9	101.8	-1.4	-2.9
Cc1ccc(S(=O)(=O)N(CC(=O)c2ccc(Cl)cc2)C(=O)N2CCN(C)CC2)cc1	-2.8	5.1	-0.8	7.3	1.6	1.0	-9.8	84.3	-0.1	1.4
O=C(CCCn1c(=O)[nH]c2ccsc2c1=O)NC1CCCCC1	-8.8	6.7	-1.3	-9.2	8.1	-4.8	-15.5	123.1	0.8	-0.8
CC(=O)NC1C(=O)N(CCc2ccccc2)c2ccc(Br)cc21 (configuration not stated)	2.7	5.8	-1.1	-29.2	-1.2	14.2	-10.9	96.3	-4.7	-3.7

A different layout for some results above.
Below each SMILES – HTR5A ag ctr | OPRM1-OPRD1 inv | OPRM1-OPRD1 ag | HTR5A inv ctr | PKA-R1A act | Arrestin-AP2 inh | PKA-R2B activ | DSG3 Ab inh | DAGLB inh | V-ATPase pH
- COc1ccc(CNC(=O)C2Cc3cc(S(=O)(=O)N4CCCC4)ccc3N2C(C)=O)c(OC)c1 (configuration not stated)
    -2.0 | 13.9 | -2.7 | -1.9 | -9.1 | 0.8 | -4.5 | 96.9 | 2.2 | -2.1
- Nc1cc(-c2ccccc2)nn1S(=O)(=O)c1ccc(F)cc1
    -2.5 | -3.9 | 0.7 | 7.3 | -11.9 | -9.9 | -0.8 | 102.2 | 0.4 | -3.6

Three entries out of the list above, arranged by their value in DAGLB inh, descending.
SMILES	DAGLB inh
COc1ccc2nc(NC(=O)Cc3ccc(OC)c(S(=O)(=O)N4CCOCC4)c3)sc2c1	1.1
COc1ccc(CN(CC(=O)NCc2ccc3c(c2)OCO3)C(=O)c2csnn2)cc1	0.5
CCCNC(=O)c1ccccc1NC(=O)c1ccccc1N(C)S(=O)(=O)c1ccc(C)cc1	-1.7

Quoted from the listing:
PKA-R1A act, CC(=O)OC1CCC2(C)C(=CCC3C2CCC2(C)C3CC3ON=C(C)C32)C1 (configuration not stated) stands at -1.4
HTR5A ag ctr, O=c1[nH]c2ccccc2nc1-c1ccc(Cl)cc1 stands at -3.6
OPRM1-OPRD1 ag, Cc1cc2c3c([nH]c2cc1S(=O)(=O)N1CCC2(CC1)OCCO2)CCCC3=O stands at -1.3

Remaining list, next part:
SMILES	HTR5A ag ctr	OPRM1-OPRD1 inv	OPRM1-OPRD1 ag	HTR5A inv ctr	PKA-R1A act	Arrestin-AP2 inh	PKA-R2B activ	DSG3 Ab inh	DAGLB inh	V-ATPase pH
O=C(CN1C(=O)CSC1=O)c1ccccc1	1.1	-1.1	0.2	-3.1	-13.4	18.4	-22.0	114.5	4.2	-3.5
CCC1Oc2ccc(C)cc2N(CC(=O)N(Cc2ccncc2)Cc2ccco2)C1=O (configuration not stated)	-1.4	1.7	-0.3	3.8	-8.9	10.5	-5.7	x	-6.1	-1.4
CC1CCCC(C)N1C(=O)COC(=O)C(Cc1ccccc1)NC(=O)c1cccs1 (configuration not stated)	-0.7	6.1	-1.0	2.0	-4.8	-0.2	12.1	99.7	-0.9	1.5
O=C(Cn1cnc2c(NCc3ccccc3)ncnc21)NCCN1CCOCC1	x	x	x	x	0.7	25.6	1.2	95.5	-3.3	-2.6
Cc1ccc([N+](=O)[O-])cc1NC(=O)c1ccc(C(C)(C)C)cc1	5.7	-11.9	2.6	-17.7	-1.4	-1.7	-3.4	134.8	-9.6	-1.6
Cc1nc(N/N=C\c2ccc3c(c2)OCO3)sc1C	0.2	-7.6	1.5	8.5	-1.3	18.6	10.5	100.4	-0.2	-0.7
O=C(CN(C(=O)c1cc2c(s1)CCC2)C1CCCC1)NCc1cccs1	5.1	-7.4	1.3	-4.8	1.1	-5.1	-8.4	86.8	-3.2	-0.1
CCC(C)C(NC(=O)C1CCC(C)CC1)C(=O)NCCCN1CCCCC1CC (configuration not stated)	5.0	0.8	-0.2	-6.7	-13.6	1.7	-8.2	102.5	-1.7	2.0
COCCn1c(SCC(=O)N(C(C)C)C(C)C)nnc1-c1cc2ccccc2cc1O	3.0	13.7	-2.9	-7.0	-5.1	-1.4	4.7	100.9	0.0	3.2
O=C(COC(=O)c1ccc([N+](=O)[O-])cc1Cl)NC(=O)c1ccccc1	0.8	-23.2	4.3	6.8	-12.4	40.9	-1.4	101.2	5.7	-3.0
Cc1cc(S(=O)(=O)Nc2cccnc2)c(C)s1	-1.5	6.7	-1.2	-23.7	-5.8	2.1	-3.6	98.0	0.3	0.7
Cc1onc(-c2ccccc2)c1C(=O)Nc1ccc(C(=O)N2CCCCC2)cc1	1.6	13.2	-2.8	-5.8	-4.6	-11.8	-8.0	104.9	-3.0	0.0
CCC(C)NC(=O)CSc1nc2ccccc2c(=O)n1-c1c(C)n(C)n(-c2ccccc2)c1=O (configuration not stated)	7.5	14.8	-3.1	-19.4	-0.6	-3.4	2.1	98.3	-2.6	-4.4
O=C(N/N=C/c1ccncc1)c1cc([N+](=O)[O-])cc([N+](=O)[O-])c1	1.2	-0.9	0.2	-4.0	0.7	6.0	2.6	107.3	-0.6	-2.3
C=CCOc1c(Br)cc(/C=C2/NC(=S)N(C(C)=O)C2=O)cc1OC	-5.8	-14.7	2.1	18.5	-8.5	-4.8	-6.9	102.1	1.1	1.4
Nc1cc(OC(=O)c2ccco2)nn1S(=O)(=O)c1ccc(F)cc1	-2.4	10.2	-1.6	-15.9	-3.4	-14.1	10.0	x	2.1	-0.3
Cc1ccsc1/C=C1/C(=O)NN(c2ccccc2)C1=O	-4.3	10.0	-1.4	8.9	-12.9	7.0	-18.6	102.1	6.9	0.6
C=CCn1c2ccccc2c2nnc(SCC(=O)O)nc21	9.4	17.8	-3.5	-26.1	1.3	24.3	10.3	113.3	-2.4	3.1
CCc1c(C)nc2c(-c3ccccc3)c(C)[nH]n2c1=O	-1.3	4.8	-1.0	12.1	-9.1	8.1	-11.0	104.6	-2.1	4.7
COC(=O)c1ccc(NC(=S)NCc2ccco2)cc1	7.3	-26.5	5.0	-20.4	0.5	-2.8	1.7	109.4	-8.6	-3.2
COc1ccc(NC(=O)Cc2ccc(Cl)cc2)cc1NC(=O)c1ccco1	-3.6	9.4	-1.8	9.1	-7.8	14.1	-4.2	104.5	-2.0	-0.9
